LEDGF integ inh: blocks HIV-1 LEDGF/p75-dependent DNA integration; TR-FRET IN-LEDGF/p75 DNA integration, Eu/Cy5; actives 0.64% (n = 370,000); inhibition, % at 3.7 µM;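 active = inhibition above the screen-wide mean plus 3 SD, cut at about 13% in these data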;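 also: signal is the Cy5 over europium emission ratio at 671 and 618 nm; 0% = plate median of compound wells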
mABHD4 FP: ABHD4 (mouse) inhibition, primary FP screen. Q8VD66. purified mABHD4, FP-Rh probe fluorescence polarization. inhibition, % at 8.92 µM. actives 0.54% (n = 370,000). AID 720543;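 active = inhibition exceeding the mean over every tested compound plus 3 SD, cut at about 30% in these data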;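 also: 0% = plate median of compound wells and 100% = S159A mutant with DMSO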
Target sequence (Q8VD66 whole entry, looked up): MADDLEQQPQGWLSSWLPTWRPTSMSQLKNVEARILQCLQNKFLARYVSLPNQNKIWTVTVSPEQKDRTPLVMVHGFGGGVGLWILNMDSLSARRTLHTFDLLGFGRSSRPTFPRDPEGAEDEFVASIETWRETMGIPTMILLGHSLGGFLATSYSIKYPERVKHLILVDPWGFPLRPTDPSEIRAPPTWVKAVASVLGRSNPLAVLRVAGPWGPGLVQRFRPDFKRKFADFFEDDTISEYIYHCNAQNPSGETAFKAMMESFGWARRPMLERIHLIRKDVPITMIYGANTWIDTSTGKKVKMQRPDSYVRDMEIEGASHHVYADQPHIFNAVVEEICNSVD
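system = mouse ABHD4 enzyme, wild type | medium = HEPES pH 7.0, NaCl, Pluronic buffer | also added = FP-Rh probe | incubation = Enzyme–compound pre-incubation 45 min, then probe 60 min, both 25 °C | technique = fluorescence polarization, excitation 525 nm, emission 598 nm, BODIPY TMR filters | controls = S159A mutant high control, sample median low control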
TCR-CD3 inh: inhibitors of human TCR-CD3 interaction; TAMRA-labeled TCR probe fluorescence, biochemical; inhibition, % at 9.4 µM; actives 0.37% (n = 360,000); AID 651800; in the data active = inhibition above about 19%;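 also: recombinant mutant TCR 2C K166C tagged with TAMRA read by polarization; 0% = receptor in buffer alone and 100% = receptor with positive control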
HTRA1 inhibitor: inhibitors of human serine peptidase HTRA1; inhibition, % at 5.96 µM; actives 0.5% (n = 340,000); recombinant HTRA1, FP-rhodamine activity-based probe, fluorescence polarization; Q92743; in the data active = inhibition above about 36%;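 also: 0% = enzyme with DMSO and 100% = wells lacking enzyme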
PG9 Ab binder: small molecules binding HIV-1 gp120 antibody PG9. inhibition, % at 6.7 µM. actives 0.43% (n = 360,000). AID 624416. TR-FRET gp120-PG9 antibody binding; in the data active = inhibition above about 8.5%
MBD2 DNA inh: MBD2-methylated oligo binding inhibition. Q9UBB5. TR-FRET, MBD2 binding to methylated oligonucleotide. inhibition, % at 4.4 µM. actives 0.31% (n = 370,000); in the data active = inhibition above about 13%
PRMT1 FP inh: blocks human protein arginine methyltransferase 1. Q99873. recombinant PRMT1, activity-based probe fluorescence polarization. inhibition, % at 2.79 µM. actives 1.3% (n = 370,000). AID 652257;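 active = inhibition above about 21% made by adding two undisclosed values, limit read from the data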
NR1D1 modulator: modulates human Rev-erb alpha binding to DNA | AID 1259318 | actives 0.79% (n = 370,000) | Rev-erbα–FITC-DNA binding, fluorescence polarization, 90 min | P20393 | activity, % at 10 µM;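 active = activity above about 14%, limit read from the data; passing the limit was not always enough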;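 also: 0% = DMSO wells with 35 nM protein and 100% = DMSO wells with 750 nM protein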
Target sequence (P20393 whole entry, looked up): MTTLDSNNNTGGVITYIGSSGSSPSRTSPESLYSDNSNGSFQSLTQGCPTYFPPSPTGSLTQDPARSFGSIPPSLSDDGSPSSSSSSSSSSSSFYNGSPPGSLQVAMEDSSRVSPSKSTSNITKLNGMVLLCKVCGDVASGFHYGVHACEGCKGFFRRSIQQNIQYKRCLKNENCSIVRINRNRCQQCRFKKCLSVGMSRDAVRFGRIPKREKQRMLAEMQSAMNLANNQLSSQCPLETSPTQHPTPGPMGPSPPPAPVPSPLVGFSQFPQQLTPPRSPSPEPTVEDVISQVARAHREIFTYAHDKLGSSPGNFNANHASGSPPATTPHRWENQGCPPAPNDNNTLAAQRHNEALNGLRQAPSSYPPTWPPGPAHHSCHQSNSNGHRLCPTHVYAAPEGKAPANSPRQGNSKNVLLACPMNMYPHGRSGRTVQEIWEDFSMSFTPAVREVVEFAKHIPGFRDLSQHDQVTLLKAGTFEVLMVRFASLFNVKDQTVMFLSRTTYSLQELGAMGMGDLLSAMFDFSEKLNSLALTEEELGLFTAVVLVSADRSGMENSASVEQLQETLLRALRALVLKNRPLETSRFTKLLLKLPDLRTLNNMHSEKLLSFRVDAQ
rCAG RNA binder: binds r(CAG) RNA repeats | r(CAG) RNA repeat, TO-PRO-1 dye displacement fluorescence | inhibition, % at 3 µM | actives 1.3% (n = 370,000) | AID 651821;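 active = inhibition above the plate cutoff, the mean of all test compounds on that plate plus 3 SD, cut at about 35% in these data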;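 also: 0% = DMSO alone and 100% = 100 µM mitoxantrone as full dye displacement; higher means more dye released from RNA so lower well fluorescence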
UHRF1 binding: blocks human UHRF1 binding to methylated DNA. Q96T88. UHRF1 binding to methylated oligo, TR-FRET. inhibition, % at 4.4 µM. actives 0.75% (n = 370,000); in the data active = inhibition above about 21%;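 also: UHRF1 SRA domain binding a hemimethylated CpG hairpin DNA probe; 0% = median of test compound wells and 100% = reference inhibitor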
Active calls of the source: *; / = not tested or not shown. A portion of the library; rates above refer to the full screens.

SMILES	TCR-CD3 inh	PRMT1 FP inh	PG9 Ab binder	mABHD4 FP	HTRA1 inhibitor	LEDGF integ inh	UHRF1 binding	rCAG RNA binder	NR1D1 modulator	MBD2 DNA inh
C=CCOc1c(Br)cc(/C=C2/NC(=S)N(C(C)=O)C2=O)cc1OC	1	-3	-1.1	-22	-15	1	-1	20	-2	-2
O=C(CN1C(=O)NC2(CCCCCCC2)C1=O)Nc1ccc(Br)cc1	2	-3	-1.7	4	-17	0	-2	-1	7	-5
COc1ccc(OC)c(NC(=O)NC2CCCCCCC2)c1	1	-2	0.4	9	-4	0	-4	-5	-4	-3
COC(CNC(=O)c1cn(C)c2ccc(S(=O)(=O)N(C)C3CCCCC3)cc2c1=O)OC	-4	2	0.0	2	2	3	1	-3	-4	26*
CCN(CC)CCCNC(=O)C1(N[C@@H](Cc2c[nH]c3ccccc23)C(=O)NCC(OC)OC)CCCCC1	/	2	/	0	/	0	0	/	-6	-4
O=C(NS(=O)(=O)c1cccc(F)c1)[C@H]1O[C@@H](n2ccc(=O)[nH]c2=O)[C@H](O)[C@@H]1O	7	0	0.6	0	/	-1	1	3	-3	-1
c1ccc(COc2ccc(CN3CCN(c4ccccn4)CC3)cc2)cc1	3	0	-1.0	2	-17	1	2	-1	6	1
Cc1oc(-c2ccccc2)nc1C(=O)OCC(=O)NC(C)c1ccccc1 (stereo not given)	-2	9	2.4	-11	-7	-5	8	7	-3	2
Cc1ccc(-n2ncc3c(=O)[nH]c(SCC(=O)N4CCOCC4)nc32)cc1	-12	6	2.0	-13	-2	-4	4	5	-2	7
COc1ccc(CCN(C)C(=O)COC(=O)/C=C/c2ccc(C)o2)cc1OC	-11	11	-0.1	6	-1	-1	1	5	2	2
CCc1ccc(Nc2n[n+](-c3ccccc3)c(-c3ccc(OCc4ccccc4)cc3)s2)cc1	5	3	-0.3	-5	-37	0	0	8	16*	-3
O=CN(CCN(C=O)CN1CCCCC1)CN1CCCCC1	1	-1	0.1	5	-4	0	0	0	-4	-4
C#Cc1ccc([C@@H]2C=C(C(=O)N3CCOCC3)O[C@H](OCc3ccc(CO)cc3)C2)cc1	2	-3	1.3	0	5	-1	-5	2	-1	-2
CCOc1ccccc1NC(=O)N1C2CCCC1CC(NC(=O)C1CC1)C2 (stereo not given)	8	1	1.8	-5	3	0	-1	-6	-1	-4
CC(=O)c1ccc(-c2c(CCO)sc3ccccc23)cc1	6	-4	-0.3	-7	/	0	-2	0	-1	3
COc1ccc(CNC(=O)C2CC(=O)N(C3CCCCC3)C2)cc1 (stereo not given)	9	-2	-1.4	0	11	2	1	-5	3	-2
COc1cc(CN2CCCC(N3CCN(c4ccccc4C)CC3)C2)ccc1O (stereo not given)	-6	2	-1.1	1	7	-1	-2	-10	-2	0
CC(=O)Nc1ccc(-c2nnn(CC(=O)c3ccccc3)n2)cc1Cl	3	4	-1.2	-9	-7	-1	3	3	2	4
CCCCN(C1CCS(=O)(=O)C1)S(=O)(=O)c1cc(C)ccc1C (stereo not given)	-3	-1	-1.8	2	-4	3	2	-6	-4	2
COC(=O)C1=C(N)OC2=C(C(=O)CC(C)(C)C2)C1c1ccccc1OCC#N (stereo not given)	0	-4	-2.6	-1	2	0	-2	-4	-1	0
COc1cc(CCC(=O)OCC(=O)Nc2c(F)cccc2F)cc(OC)c1OC	-8	6	-0.7	1	0	-7	1	-3	-2	-4
COc1ccc(C(CCN(Cc2ccc(OC)c(OC)c2)C(C)=O)C(C)C)cc1 (stereo not given)	5	6	1.6	-7	-7	2	6	-6	2	4
CC1(c2nnc(-c3cccc(Cl)c3)o2)CC(c2cccc(Cl)c2)=NO1 (stereo not given)	-5	6	1.1	-1	-20	1	-2	-1	5	1
CCSc1nnc(CCNC(=O)OC(C)(C)C)o1	2	-1	0.2	4	2	6	2	-5	-3	5
O=C(Nc1ccc2c(c1)OCO2)c1ccc2c(c1)S(=O)(=O)c1ccccc1C2=O	3	1	-2.3	4	3	-1	0	6	-1	-3
CC1CCCCC1NC(=O)c1cccc(NC2=NC3CS(=O)(=O)CC3S2)c1 (stereo not given)	-9	-8	0.0	-5	-3	3	1	4	4	0
Cc1ccc(Cl)c(OCC(=O)Nc2cc(S(=O)(=O)N3CCOCC3)ccc2N2CCCC2)c1	-5	6	-1.7	0	-21	-7	2	-2	-5	0
Cc1cc(C)cc(N(CCC#N)C(=O)COC(=O)C2CCN(S(=O)(=O)c3ccc(C)c(C)c3)CC2)c1	0	1	-0.6	0	-9	-2	0	1	-5	0
Cc1csc2c(=O)sc(NC(=O)c3ccc(F)cc3Cl)nc12	-6	-1	1.3	-15	-1	1	2	2	-9	-2
Cc1cc(NC(=O)CCCn2nc([N+](=O)[O-])cc2C)no1	-2	-2	0.2	-5	7	3	2	0	-6	-3
COc1ccc(NC(=O)c2cc(-c3ccccc3Cl)on2)cc1OC	-7	3	0.4	-1	-14	1	-3	-1	6	4
COC(=O)[C@@H](Cc1ccc(O)cc1)NC(=O)[C@H]1CCC(=O)N1C(=O)OCc1ccccc1	1	1	-0.2	-10	-1	-2	1	0	0	3
O=C(NNS(=O)(=O)c1ccccc1)Nc1ccc(F)cc1	-3	0	-2.5	1	5	-1	-1	0	-1	-1
O=C(C[n+]1cccc(O)c1)Nc1ccc(Br)cc1	9	2	0.6	-3	-4	-1	-5	0	2	-1
COC(=O)[C@]12C[C@H](CC(=O)NCc3cccc4ccccc34)C(=O)N(Cc3ccc(Cl)cc3Cl)C1=C[C@H](COCc1ccccc1)O[C@@H]2C	/	68*	/	-10	/	-2	1	12	5	-2
Cc1nnsc1-c1nc2ccccc2[nH]1	6	-4	0.6	1	3	0	-2	1	0	0
CC(C)(C)NC(=O)C1CCN(S(=O)(=O)c2cccc(C(F)(F)F)c2)CC1	9	2	-0.4	1	2	3	-1	-4	-1	4
O=C(O)c1cccc(NS(=O)(=O)c2ccc3c(c2)C(=O)c2ccccc2C3=O)c1	-1	1	-1.4	45*	2	0	-2	29	-2	-6
CC(=O)Nc1ccc(NC(=O)c2ccc(S(=O)(=O)N(C)c3ccccc3)cc2)cc1	2	-1	0.7	-4	0	4	-3	9	3	2
COc1ccccc1-c1cc(C(=O)N2CCCCC2)no1	1	1	-1.1	4	-7	2	0	1	0	-6

Entries listed so far that bear a hit mark in PRMT1 FP inh.
mol | TCR-CD3 inh | PRMT1 FP inh | PG9 Ab binder | mABHD4 FP | HTRA1 inhibitor | LEDGF integ inh | UHRF1 binding | NR1D1 modulator | MBD2 DNA inh
COC(=O)[C@]12C[C@H](CC(=O)NCc3cccc4ccccc34)C(=O)N(Cc3ccc(Cl)cc3Cl)C1=C[C@H](COCc1ccccc1)O[C@@H]2C | / | 68* | / | -10 | / | -2 | 1 | 5 | -2

Next section
SMILES	TCR-CD3 inh	PRMT1 FP inh	PG9 Ab binder	mABHD4 FP	HTRA1 inhibitor	LEDGF integ inh	UHRF1 binding	rCAG RNA binder	NR1D1 modulator	MBD2 DNA inh
Cc1ccc(C(=O)NC(=S)Nc2cccnc2Cl)cc1	-2	-1	-0.3	-5	-12	-1	0	1	-2	3
Clc1cccc(Sc2ccc(-c3ccccn3)s2)c1	4	0	1.2	-4	-14	-7	-2	1	1	-7
CC1Cc2cc(S(=O)(=O)N3CCC(C(=O)N(C)Cc4ccco4)CC3)ccc2N1C(=O)C1CCC1 (stereo not given)	-2	4	-0.6	-5	-4	4	0	-1	-5	3
COC(=O)C1CN(S(=O)(=O)c2ccc(C)cc2)CCN1S(=O)(=O)c1ccc(C)cc1 (stereo not given)	-5	0	-0.4	7	-9	0	-1	0	6	-1
Cc1[nH]cnc1C(=O)N/N=C/c1c(Cl)cccc1Cl	0	2	-0.6	-4	6	5	2	0	-1	-2
CSc1ncccc1C(=O)OCc1ccc(Br)cc1	-3	0	-0.9	-3	-15	-4	0	0	-4	0
CN(CC(=O)Nc1ccc(F)c(F)c1F)C(=O)C1CSC2(C)CCC(=O)N12 (stereo not given)	1	-3	-1.5	-5	1	4	-2	1	0	-1
CC[N+](C)(CC)CC(=O)OCC1C(C)C=C(C)CC1C (stereo not given)	-6	7	0.1	-11	1	3	2	-4	-6	6
O=C(O)CSc1nnc(Cn2cnc3ccccc32)n1CCc1ccccc1	5	0	0.2	0	7	0	1	6	5	0
COc1cccc(S(=O)(=O)N2CCN(Cc3ccc4c(c3)OCO4)CC2)c1	-2	2	0.0	-3	-4	-5	2	-6	-5	2
CCN(CC(=O)Nc1ccccc1C(F)(F)F)C(=O)CN1C(=O)NC(C)(c2ccc3ccccc3c2)C1=O (stereo not given)	1	-2	-1.6	1	-6	-2	5	4	-4	0
CN(Cc1cn(CC2CCCCC2)nn1)S(=O)(=O)c1ccccc1Br	/	2	/	6	/	-2	11	1	8	9
N#CCCCC1(CCCC#N)OCCO1	3	-1	0.9	-3	-3	2	-1	-1	2	3
Cc1nccn1-c1ccc(C(F)(F)F)cc1[N+](=O)[O-]	10	1	-0.6	6	-2	5	1	-1	5	-2
COCC1CCN(C(=O)c2cc(COc3ccc(-n4cncn4)cc3)on2)C1 (stereo not given)	-3	-4	0.5	-3	2	0	3	-6	-2	-1
O=C(Cc1n[nH]c(=O)c2ccccc12)OCC(=O)N(Cc1ccccc1)Cc1ccccc1	0	-3	-0.7	-5	-7	-1	-1	-2	3	-2
Cc1ccc(-c2nn(C)c(=O)c3ccccc23)cc1CNS(C)(=O)=O	6	-2	-0.1	-9	-1	0	-4	3	-1	3
Cc1cc(C(C)(C)C)cc(C)c1C(=O)O	-5	4	2.3	3	1	-1	2	-5	1	3
Cc1ccc(CNC(=O)Nc2ccccc2)cc1	8	0	-0.8	-2	-8	0	1	2	0	1
Cc1ccc(C2(c3ccc(C)cc3)CC2C(=O)NC(C)C)cc1 (stereo not given)	-5	5	-0.1	5	-5	-3	2	-8	-3	1
COc1ccc(NC(=O)Cn2nc(C(=O)O)c3ccccc3c2=O)cc1Cl	10	-6	-3.8	-11	-5	1	3	7	-3	-6
CCOc1ccc(S(=O)(=O)n2nc(C)cc2C)cc1	2	3	0.3	2	6	-2	2	-7	-4	8
CCNC(=O)CN(C1CCCCC1)S(C)(=O)=O	5	0	-0.8	-4	5	0	1	0	-3	-2
CC1(C)OC(=O)C2=C(C[C@@H](C3CC3)O[C@H]2c2ccc(Cl)cc2)O1	-3	-2	-2.6	2	/	0	2	-3	6	-2
CCOC(=O)c1ccccc1NC(=O)COC(=O)C1=COCCO1	2	-4	-0.4	-4	3	-1	-2	-1	-2	-2
C=CCC1c2cccc(C(=O)O)c2C(=O)N1c1cccc(OC)c1 (stereo not given)	4	-3	1.4	2	0	4	2	2	0	-2
O=C1CCCN1CCCNC(=S)Nc1ccccc1	0	-1	-2.1	-1	/	6	2	1	2	-2
Cc1cc(NC(=O)Cn2cc(C(F)(F)F)cc(Cl)c2=O)no1	11	-4	-3.2	1	-8	1	-1	-1	-1	-2
CC(=O)Nc1nnc(SCC(=O)NCC2CCCO2)s1 (stereo not given)	-9	1	1.5	3	2	-3	4	-4	-1	3
